GLP1R ag – agonists of human GLP-1 receptor | P43220 | 380,000 compounds, 0.007% hits | AID 624172 | HEK293 GLP-1R CRE-luciferase, luminescence, 4-6 h; cells express a hypersensitive GLP-1R form | Potency, µM (highest dose often 45.6 µM), for inactives: at the highest dose activation, actives largely listed as activators; further: % of control where 0% means no effect
Target sequence (P43220 whole entry, looked up): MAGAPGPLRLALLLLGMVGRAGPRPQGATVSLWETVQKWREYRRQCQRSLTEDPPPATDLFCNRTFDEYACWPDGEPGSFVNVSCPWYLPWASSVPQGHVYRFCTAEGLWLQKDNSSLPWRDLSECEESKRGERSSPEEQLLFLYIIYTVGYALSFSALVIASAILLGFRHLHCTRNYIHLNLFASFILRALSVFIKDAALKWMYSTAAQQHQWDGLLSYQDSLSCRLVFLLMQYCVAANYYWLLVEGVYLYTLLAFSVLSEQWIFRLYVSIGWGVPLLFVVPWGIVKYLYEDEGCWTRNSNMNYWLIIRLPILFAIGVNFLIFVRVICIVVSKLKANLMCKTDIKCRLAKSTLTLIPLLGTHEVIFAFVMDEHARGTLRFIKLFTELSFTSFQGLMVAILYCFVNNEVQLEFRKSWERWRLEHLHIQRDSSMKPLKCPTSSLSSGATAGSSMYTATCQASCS
TDP-43 yeast inh – TDP-43 toxicity inhibition in yeast | TDP-43 expressing yeast growth rescue, BacTiter-Glo, 24 h | Potency, µM (top dose mostly 46.1 µM), for inactives: at the highest dose growth rescue (activation), actives largely listed as activators | 410,000 compounds, 1.8% hits; further: % of control where 0% means no effect; nearly all actives have a fitted effect of over 50% in size
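Growth rescue of TDP-43-toxic yeast measured as ATP luminescence (BacTiter-Glo). Cells grown to mid-log in raffinose, induced in galactose at OD600=0.02, exposed to compound 24 hr at 30 deg C.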
KB-V1 cytotox – KB-V1 MDR subline cytotoxicity; 400,000 compounds, 3.4% hits; KB-V1 MDR cells viability, CellTiter-Glo, 72 h; Potency, µM (doses to about 46.1 µM), for inactives: at the highest dose activity change, negative = cytotoxicity, most hits filed as cytotoxic; further: on the % scale 0 is the no-effect control and ±100 the full control effect; nearly all actives have a fitted effect of over 60% in size
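Cytotoxicity toward P-gp-expressing KB-V1 cells was determined as loss of CellTiter-Glo luminescence after 72 h at 37 degrees C. Compounds were tested in quantitative HTS format across a concentration range, with curves fitted to normalized data.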
KB-3-1 cytotox – kills parental KB-3-1 adenocarcinoma cells; KB-3-1 viability, CellTiter-Glo ATP luminescence, 72 h; Potency, µM (series often up to 46.1 µM), for inactives: at the top dose activity change, negative = cytotoxic, actives largely listed as cytotoxic; 400,000 compounds, 1.4% hits; AID 1347075; further: on the % scale 0 is the no-effect control and ±100 the full control effect; nearly all actives have a fitted effect of over 60% in size
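Here the drug-naive KB-3-1 line serves as comparator for MDR sub-line selectivity; cells received compound titrations, 72 h at 37 °C, then CellTiter-Glo readout.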
HT1080NT lethal – kills 2HG-producing HT-1080-NT fibrosarcoma cells; AID 686970; Potency, µM (titrated, usually from 46.1 µM), inactives show at the top dose activity, negative = less viability, actives largely listed as cytotoxic; 360,000 compounds, 1.6% hits; HT-1080-NT fibrosarcoma viability, CellTiter-Glo ATP luminescence, 48 h;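 further: NT is the 2HG producing partner of a matched IDH1 knockdown line; 0% = DMSO-treated cells and -100% = media-only wells without cells; nearly all actives have a fitted effect of over 55% in size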
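Viability of the 2HG-overproducing fibrosarcoma line after 48 hours of compound exposure at 37 degrees C was determined by luminescence with CellTiter-Glo, and concentration-effect curves were then fitted and categorized.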
GLP1R inv ag – GLP-1 receptor (human) inverse agonism; 410,000 compounds, 1.6% hits; Potency, µM (titrated, usually from 38.3 µM), inactives show top-dose activity change, negative = inhibition, most hits filed as inhibitors; HEK293 GLP-1R CRE-luciferase, luminescence, 24 h; GLP-1R form is constitutively active; P43220; further: on the % scale 0 is the no-effect control and ±100 the full control effect; nearly all actives have a fitted effect of over 55% in size
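Luminescence readout: a drop in cAMP-driven luciferase signal flags inverse agonism at a constitutively active GLP-1R stably expressed in HEK293. Compound exposure lasted 24 hr at 37 deg C, 5% CO2.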
HT1080 IDH1KD tx – kills HT-1080 cells with IDH1 knockdown; Potency, µM (titrated, usually from 46.1 µM), for inactives: top-dose activity, negative = toxicity, usual class: cytotoxic; 360,000 compounds, 2% hits; HT-1080 IDH1 knockdown viability, ATP luminescence, 48 h; AID 686971;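 further: 0% = DMSO wells and -100% = cell-free medium wells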
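% activity derives from luminescence (CellTiter-Glo), normalised to DMSO and no-cell wells. HT-1080-IDH1KD cells, 750/well, had 48 h compound exposure at 37 °C.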
GLP1R cytotox – cytotoxicity in counter-screen for GLP-1R inverse agonists; HEK293 cAMP-luciferase reporter cells, luminescence, 24 h; Potency, µM (series often up to 38.3 µM), without a hit: at the highest dose activity change, negative = inhibition, most hits filed as inhibitors; 410,000 compounds, 0.13% hits; AID 624418;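 further: loss of luciferase light is scored as toxicity; on the % scale 0 is the no-effect control and ±100 the full control effect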
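Here, cytotoxicity is scored as loss of luminescence. The MLSMR collection was tested on cells seeded in medium containing 10% Nu serum, with a 24 hr compound exposure preceded by 12 hours of culture.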
SW480 rerep – inducers of DNA re-replication in SW480 colon cancer cells | Potency, µM (doses to about 46.1 µM), inactives show at the top dose re-replication activation, most hits filed as activators | 340,000 compounds, 1.8% hits | SW480 DNA re-replication, Hoechst DNA content imaging, 48 h | AID 624297; further: % of control where 0% means no effect; nearly all actives have a fitted effect of over 55% in size
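250 cells/well; 23 nL cpd via pin tool; 48 hr, 37 C, 5% CO2; Hoechst 40 min; imager read of total nuclear intensity, ex 405/em 500-530 nm.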
Numbers without * were called inactive; i = inactive; ? = inconclusive; · = no result given; [ ] = remark or other dose. The call rests on the fitted dose curve; in most records, active means well fitted curve in the direction sought with a large enough effect; inconclusive means small, poorly fitted or top-dose-only effect, or another doubt; inactive means no such curve, though single readings can be large; an effect the other way counts as inactive or inconclusive. Potency means the concentration at half of the fitted maximal effect.

SMILES | GLP1R ag | TDP-43 yeast inh | KB-V1 cytotox | KB-3-1 cytotox | HT1080NT lethal | GLP1R inv ag | HT1080 IDH1KD tx | GLP1R cytotox | SW480 rerep
CCOC(=O)C1CCCN(C(=O)Cc2c(C(=O)O)[nH]c3ccccc23)C1 (stereo not drawn) | -4% | -10% | 10% | 5% | 6% | -34% | 6% | -4% | 1%
CCC(NS(=O)(=O)c1ccc(OC)cc1)C(=O)NCCc1ccccc1 (stereo not drawn) | 9% | 4% | -6% | -2% | 1% | 22% | 3% | -12% | 1%
CC(C)n1c(SCC(=O)N2CCN(C(=O)c3ccco3)CC2)nc2c1c(=O)n(C)c(=O)n2C | 25% | -23% | -20% | 2% | 11% | 33%[activator] | 0% | 6% | -5%
CCC(C)N=C1CC(C)(C)CC(=O)/C1=C(/O)Cc1ccccc1 (stereo not drawn) | 17% | -20%[0.397 µM] | 0% | -7% | 17% | -26% | 24% | 1% | -2%
O=C(CNS(=O)(=O)c1cccc(Br)c1)NCC1CCCCC1 | 13% | -3% | -2% | 9% | 5% | ? | -2% | 4% | -7%
CCOCN(C(=O)Cn1cnc2ccccc21)c1c(C)cccc1CC | 6% | -16%[9.22 µM] | ? | 10% | -11% | ? | -10% | 14% | -10%
O=C(CC1SC(=Nc2ccc(OC(F)F)cc2)N(CCN2CCOCC2)C1=O)Nc1ccc(F)cc1F (stereo not drawn) | 20% | -3%[0.397 µM] | 4% | -5% | -13% | ? | -16% | -22% | -6%
CCOc1ccccc1/C=C/C(=O)NCC(=O)N1CCC(N(C)C2CCCCC2C)CC1 (stereo not drawn) | -3% | -10% | 4% | 7% | 0% | -14% | 3% | -14% | -4%
Cc1ccccc1NC(=O)Cc1nc(COC(=O)c2ccc(NC(N)=O)cc2)cs1 | 11% | -7% | 19% | 0% | -20% | -21% | -11% | ? | -7%
CC1Sc2ccccc2N(Cc2ccc(OC(F)(F)F)cc2)C1=O (stereo not drawn) | 0% | -7% | 0% | -1% | -10% | -22% | -10% | 8% | ·
Cc1nn(-c2ccccc2)c(N)c1-c1ccccc1 | -3% | ? | -6% | 12% | 11% | 4% | 11% | 3% | -6%
COc1ccc(C(=O)NCC(=O)N2CCC(Cc3ccccc3)CC2)cc1OC | -2% | 21% | ? | -22% | 2% | -8% | 4% | 10% | -2%
Cc1ccc(NC(=O)C2CCCN2S(=O)(=O)c2ccc3c(c2)C(C)(C)C(=O)N3C)cc1 (stereo not drawn) | · | 23% | -2% | ? | · | 1% | · | 2% | ·
COc1ccccc1-c1noc(-c2ccc(NCC3CCCO3)c([N+](=O)[O-])c2)n1 (stereo not drawn) | · | 3% | 1% | -8% | · | 6% | · | 3% | ·
O=C(CN(Cc1ccco1)C(=O)c1ccc(F)cc1)Nc1ccccc1Br | -5% | 26% | -9% | -3% | 18% | ? | -12% | 0% | -2%
O=C(N/N=C/C=C/c1ccccc1)c1cccc(Br)c1 | -4% | 15% | ? | -22% | ? | -25% | ? | -14% | 3%
CC(=O)N1CCN(C(=S)NC(=O)C23CC4CC(CC(C4)C2)C3)CC1 | -1% | 26% | -18% | 6% | 0% | 6% | -2% | 0% | 12%
CC(OC(=O)Cn1cc(C(F)(F)F)ccc1=O)C(=O)NC(C)c1ccc(Cl)cc1Cl (stereo not drawn) | -6% | -3% | 2% | 5% | -10%[9.24 µM] | -23% | 1% | -5% | 8%
Cn1nnc(NC(=O)c2ccccc2)n1 | 0% | 8% | 7% | 1% | 8% | 15% | 19% | 0% | 2%
COc1ccc(-c2nc(C)c(CCNC(=O)c3c(F)cccc3F)s2)cc1 | 2% | 10µM* | ? | 1% | · | -12% | · | -3% | ·
O=C(N/N=C/c1ccc(OC(=O)c2ccc(Br)cc2)cc1)c1ccncc1 | 7% | -16% | 15% | 2% | 1% | 10% | 1% | 2% | -11%
COc1ccc(OC)c(C(=O)CSc2nnc(C3CC3)n2C2CC2)c1 | 10% | 3% | -25% | 16µM* | 4% | 0% | 0% | -10% | ·
Cc1nn(C)c2c1c(C(F)(F)F)cc(=O)n2C(C)C(=O)NCc1ccc(Cl)cc1 (stereo not drawn) | · | 3% | 5% | 1% | · | -7% | · | 11% | ·
O=C(COC(=O)Cc1c[nH]c2ccccc12)Nc1cccc(Br)c1 | 4% | -4% | 4% | 3% | 4% | 3% | -2% | 5% | ·
O=C(CCn1c(=O)[nH]c2ccccc2c1=O)N1CCN(c2cccc(C(F)(F)F)c2)CC1 | 0% | 12% | -8% | -15% | -1% | ? | -3% | -11% | 13%
O=S(=O)(NC(=NC1CCCCC1)c1ccccc1)c1ccccc1 | 12% | 17% | · | · | -1% | 18% | 18% | -12% | -2%
CCn1c(CNc2ccc(Cl)cc2)nnc1SCc1ccc(Cl)cc1 | -2% | -73%[inhibitor] | ? | -9% | ? | ? | ? | -1% | 2%
O=S1(=O)CCOC[C@H](Cc2ccccc2)N1Cc1ccccc1 | 10% | 23% | -4% | 11% | 2% | -8% | 8% | -9% | -10%
Cc1ccc(CN2CCN(Cc3cccn3-c3ccccn3)CC2CCO)o1 (stereo not drawn) | -4% | -19% | -16% | -1% | -1% | -22% | -8% | -18% | 5%
Cc1c2c(n3c(nc4ccccc43)c1C#N)N(CCCN(C)C)CC2 | 0% | 6% | ? | 21% | -3% | -15%[7.66 µM] | -14% | i[7.66 µM] | 9.2µM*
O=C(Nc1ccccc1F)c1ccc(CSc2ccccc2)o1 | 8% | 13µM* | 21% | 1% | 2% | -16% | 11% | 33%[activator] | -14%
CN1CCN(C(=O)N2c3ccccc3C=Cc3ccccc32)CC1 | 0% | -9% | 3% | ? | -15% | ? | -6% | 14% | 4%
O=C(O)COCC(=O)NCc1csc2ccc(Cl)cc12 | -1% | -11% | 26% | 9% | -1% | 4% | 1% | 11% | 15%
Cc1ccc(Nc2nc(-c3sc(N)nc3C)cs2)cc1 | 12% | 16% | -1% | -5% | -4% | 16% | 0% | 0% | 19%
CCCCCCSc1ccc(-c2nc3cnccn3c2NC2CCCCC2)cc1 | 4% | -1% | ? | ? | 1% | 31%[activator] | 4% | 32%[activator] | ·
CCOCCn1c(CN2CCCC(C)C2)nc2c1c(=O)n(C)c(=O)n2C (stereo not drawn) | -4% | 13% | 0% | 3% | 2% | -4% | 15% | 4% | -7%
CN(CCOc1ccccc1)CC(=O)Nc1ccc(S(=O)(=O)N2CCCC2)cc1 | 6% | 5% | -25% | -17% | -3% | 3% | -2% | 1% | -32%[inhibitor]
COc1ccc(S(=O)(=O)N2CCN(c3c(C)cccc3C)CC2)cc1OC | -2% | ? | -18% | 1% | -11% | ? | -13% | 0% | 2%
C/C(=N/NC(=O)c1cccs1)c1ccc(NC(=O)COc2ccc(Cl)cc2Cl)cc1 | -4% | 8% | -13% | -11% | -8% | 5% | -16% | 0% | 9.2µM*
CCOC(=O)C1=CCN(S(=O)(=O)c2ccc(C)cc2)C1c1ccc(Cl)c(Cl)c1 (stereo not drawn) | 3% | 28% | 5% | 0% | ? | ? | ? | -8% | ·
CC(C)Oc1cc(F)ccc1-c1cc(C(=O)NCCc2ccncc2)[nH]n1 | -3% | 7% | -11% | 0% | 2% | -26% | 23% | 5% | ·
O=C(N/N=C(\c1ccccc1)c1cccnc1)C(O)(c1ccccc1)c1ccccc1 | -1% | 5% | 0% | -15% | 0% | -11% | -2% | 13% | 0%
CCOC(=O)c1cnc(-n2nc(C)cc2C)nc1NNc1ncc(-c2ccccc2)cn1 | 3% | ? | ? | ? | ? | ? | ? | ? | 18%

Some of the entries above in another layout:
Structure	GLP1R ag	TDP-43 yeast inh	KB-V1 cytotox	KB-3-1 cytotox	HT1080NT lethal	GLP1R inv ag	HT1080 IDH1KD tx	GLP1R cytotox	SW480 rerep
COc1ccc(C(=O)NCC(=O)N2CCC(Cc3ccccc3)CC2)cc1OC	-2%	21%	?	-22%	2%	-8%	4%	10%	-2%
Cc1ccc(NC(=O)C2CCCN2S(=O)(=O)c2ccc3c(c2)C(C)(C)C(=O)N3C)cc1 (stereo not drawn)	·	23%	-2%	?	·	1%	·	2%	·
COc1ccccc1-c1noc(-c2ccc(NCC3CCCO3)c([N+](=O)[O-])c2)n1 (stereo not drawn)	·	3%	1%	-8%	·	6%	·	3%	·
O=C(CN(Cc1ccco1)C(=O)c1ccc(F)cc1)Nc1ccccc1Br	-5%	26%	-9%	-3%	18%	?	-12%	0%	-2%
O=C(N/N=C/C=C/c1ccccc1)c1cccc(Br)c1	-4%	15%	?	-22%	?	-25%	?	-14%	3%
CC(=O)N1CCN(C(=S)NC(=O)C23CC4CC(CC(C4)C2)C3)CC1	-1%	26%	-18%	6%	0%	6%	-2%	0%	12%
CC(OC(=O)Cn1cc(C(F)(F)F)ccc1=O)C(=O)NC(C)c1ccc(Cl)cc1Cl (stereo not drawn)	-6%	-3%	2%	5%	-10%[9.24 µM]	-23%	1%	-5%	8%
Cn1nnc(NC(=O)c2ccccc2)n1	0%	8%	7%	1%	8%	15%	19%	0%	2%

Screens as filed in PubChem BioAssay.

No enrichment for hits; 9.4% or so of the library scored in one or more.
